IL-2 act – IL-2 activation | AID 652025 | IL-2 activation reporter assay, cell-based qHTS; stimulated with anti-CD3/CD4/CD28 beads; in transgenic mouse T cells | activation, % (series mostly up to about 46 µM) | actives 0.065% (n = 360,000); in the data active means activation above about 50%; inconclusive means mostly about 30% to 49%; further: 0% is about no effect
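First, unstimulated transgenic mouse T cells were exposed to compound for 60 min. Next, anti-CD3/anti-CD4-coated beads with anti-CD28 were added. Finally, after 18 h at 37 degrees C, EGFP and DsRed were imaged.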
GLP-1R agonist – activates the human GLP-1 receptor; AID 624172; Potency, µM (titrated, usually from 45.6 µM), inactives show at the top dose activation, most hits filed as activators; actives 0.007% (n = 380,000); P43220; HEK293 GLP-1R CRE-luciferase, luminescence, 4-6 h; cells express a hypersensitive GLP-1R form; further: potency means the concentration at half of the fitted maximal effect; % of control where 0% means no effect
EPAC1 ag – activates human EPAC1 exchange factor. AID 720707. actives 0.073% (n = 360,000). Potency, µM (titrated, usually from 154 µM), for inactives: at the highest dose activation, hits mostly activators. EPAC1 agonist qHTS, biochemical assay; response scale: 100% = response to 6.5 mM cAMP; further: potency means the concentration at half of the fitted maximal effect; nearly all actives have a fitted effect of over 60% in size
Target sequence (O95398 whole entry, looked up): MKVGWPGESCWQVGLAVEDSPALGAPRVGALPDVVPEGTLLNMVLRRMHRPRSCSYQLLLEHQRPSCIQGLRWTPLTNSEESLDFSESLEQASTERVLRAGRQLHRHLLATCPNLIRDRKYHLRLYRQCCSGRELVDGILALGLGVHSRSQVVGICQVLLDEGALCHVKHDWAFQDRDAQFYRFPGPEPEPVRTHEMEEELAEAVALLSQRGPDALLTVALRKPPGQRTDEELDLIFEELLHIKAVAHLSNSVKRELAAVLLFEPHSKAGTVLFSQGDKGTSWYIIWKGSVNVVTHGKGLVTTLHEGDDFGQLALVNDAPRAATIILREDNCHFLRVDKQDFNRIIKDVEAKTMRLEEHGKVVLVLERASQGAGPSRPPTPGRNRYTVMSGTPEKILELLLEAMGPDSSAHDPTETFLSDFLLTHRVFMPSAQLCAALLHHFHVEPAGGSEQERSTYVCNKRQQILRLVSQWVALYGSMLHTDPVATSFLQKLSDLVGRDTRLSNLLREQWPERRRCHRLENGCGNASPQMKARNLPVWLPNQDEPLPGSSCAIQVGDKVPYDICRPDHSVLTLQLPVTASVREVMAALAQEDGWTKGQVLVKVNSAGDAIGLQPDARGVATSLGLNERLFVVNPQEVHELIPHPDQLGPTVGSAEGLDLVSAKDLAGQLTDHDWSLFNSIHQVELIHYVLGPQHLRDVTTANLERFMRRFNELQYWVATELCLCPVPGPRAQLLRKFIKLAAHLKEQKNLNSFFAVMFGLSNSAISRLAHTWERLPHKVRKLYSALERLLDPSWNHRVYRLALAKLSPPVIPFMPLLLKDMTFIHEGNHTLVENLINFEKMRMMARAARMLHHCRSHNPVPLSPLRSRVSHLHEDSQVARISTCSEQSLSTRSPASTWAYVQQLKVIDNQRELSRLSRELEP
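Fluorescent GDP-exchange assay: 100 nM EPAC1 with 250 nM Rap1B preloaded with BODIPY-GDP and 50 uM GDP; compounds tested as concentration series, 5 min at room temperature, then read every 5 min for 30 min (ex 480/em 540 nm); normalized to 6.5 mM cAMP.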
PI5P4Ka inh – inhibitors of human PI5P4K alpha; max response, %; actives 1.2% (n = 330,000); PI5P4Kalpha enzyme, ADP-Glo luminescence, 60 min; hits give low values; P48426; active means max response of -50% or lower; inconclusive means between -30% and -50%; inactive means -30% or higher; further: value at the top dose of about 77 µM; on the % scale 0 is the no-effect control and ±100 the full control effect
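Luminescence from ADP-Glo served as readout of PI5P4Kalpha activity in a qHTS format. Reaction: enzyme, substrate, compound, ATP at 5 microM final, 60 min at RT.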
EPAC1 antag – blocks human EPAC1 exchange factor; EPAC1 GEF assay, Rap1b-BODIPY-GDP exchange fluorescence; AID 720709; actives 0.14% (n = 360,000); Potency, µM (top dose mostly 115 µM), without a hit: at the top dose activity change, negative = inhibition, hits mostly inhibitors;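 further: potency means the concentration at half of the fitted maximal effect; plate controls were vehicle for no effect and positive control for full effect; nearly all actives have a fitted effect of over 50% in size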
GLP-1R inv ag – inverse agonists of human GLP-1 receptor; P43220; HEK293 GLP-1R CRE-luciferase, luminescence, 24 h; GLP-1R form is constitutively active; Potency, µM (titrated, usually from 38.3 µM), for the others: top-dose activity change, negative = inhibition, usual class: inhibitors; actives 1.6% (n = 410,000); AID 624417; further: potency means the concentration at half of the fitted maximal effect; on the % scale 0 is the no-effect control and ±100 the full control effect; nearly all actives have a fitted effect of over 55% in size
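GLP-1R inverse agonism mode: basal reporter luminescence in engineered HEK293 cells measured after one day of compound exposure at 37 deg C, with a 12 min room-temperature detection step.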
PLK1 PBD block – PLK1 (human) polo-box domain binding inhibition. actives 2.8% (n = 360,000). Plk1 PBD binding of FITC phosphopeptide, fluorescence polarization. Potency, µM, for the others: max response, negative = inhibition, hits mostly inhibitors; further: potency means the concentration at half of the fitted maximal effect; series mostly up to about 57 µM; on the % scale 0 is the no-effect control and ±100 the full control effect; nearly all actives have a fitted effect of over 65% in size
HEK293 tox – cytotoxicity in counter-screen for GLP-1R inverse agonists; AID 624418; Potency, µM (series often up to 38.3 µM), inactives show top-dose activity change, negative = inhibition, actives largely listed as inhibitors; HEK293 cAMP-luciferase reporter cells, luminescence, 24 h; actives 0.13% (n = 410,000);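 further: loss of luciferase light is scored as toxicity; potency means the concentration at half of the fitted maximal effect; on the % scale 0 is the no-effect control and ±100 the full control effect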
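Here, cytotoxicity is scored as loss of luminescence. The MLSMR collection was tested on cells seeded in medium containing 10% Nu serum, with a 24 hr compound exposure preceded by 12 hours of culture.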
PTHR1 agonist – activates the human parathyroid hormone receptor PTHR1 | Q03431 | HEK293 GP2 PTHR1 cells, GloSensor cAMP luminescence, 1 h | Potency, µM (doses to about 115 µM), inactives show top-dose activation, most hits filed as activators | actives 0.075% (n = 410,000) | AID 743266; further: potency means the concentration at half of the fitted maximal effect; nearly all actives have a fitted effect of over 55% in size; some results filed as inactive show a strong effect at the top dose; inactives centre near -15; many of its hits are not listed in these tables
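HEK-293-derived GP2 cells expressing PTHR1 and a GloSensor cAMP reporter, 3,000/well, plated overnight, given luciferin plus IBMX (each 0.5 mM as added) for 1 h at 37 °C, then compound for 1 h at 37 °C. Luminescence was read after 15 min at room temperature.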
* = called active by the depositor; i = inactive; u = inconclusive; x = not tested or not shown; [ ] = another dose, or the depositor's remark. Unless noted, the call rests on the fitted dose curve; in most records, active means well fitted curve in the direction sought with a large enough effect; inconclusive means small, poorly fitted or top-dose-only effect, or another doubt; inactive means no such curve, though single readings can be large; an effect the other way counts as inactive or inconclusive. Only part of the results is shown, so the mix of outcomes need not match the whole.

SMILES	IL-2 act	GLP-1R agonist	EPAC1 ag	PI5P4Ka inh	EPAC1 antag	GLP-1R inv ag	PLK1 PBD block	HEK293 tox	PTHR1 agonist
CN(C)C(=O)c1cccc(-c2cnc3c(NC=O)cc(-c4ccc(C(=O)N5CCOCC5)cc4)cn23)c1	-0.8	-1%	-14%	-13	20%	-3%	-15%	0%	-16%
Cn1nnnc1Sc1ncnc2scc(-c3ccccc3Cl)c12	-0.6	-5%	0%	x	-7%	x	x	x	-23%
COc1ccc(NC(=O)c2cccc(NS(=O)(=O)c3ccccc3)c2)cc1	-0.2	3%	-1%	-6	-21%	u	0%	-1%	-14%
O=C(NCCCN1CCCC1=O)c1ccc2c(c1)OCO2	-3.0	-1%	9%	x	9%	19%	-6%	3%	-13%
COC(=O)[C@]12CCCCC=C1N(Cc1ccc(Cl)cc1Cl)C(=O)[C@H](CC(=O)N1CCOCC1)C2	0.4	7%	11%	7	-16%	-8%	-14%	-21%	-13%
NS(=O)(=O)c1ccc(NC(=O)Cc2c(F)cccc2Cl)cc1	-1.3	-11%	1%	-3	-18%	-4%	-1%	0%	u
CNC(=S)N(CCc1c(C)[nH]c2ccc(C)cc12)Cc1ccc(OC)c(OC)c1	-5.1	3%	-11%	13	-6%	u	7%	-24%	i
CCOc1ccc(-n2c(=S)sc3c(=O)[nH]c(SCC(=O)NC4CCCCC4)nc32)cc1	-2.4	1%	-4%	-1	17%	-8%	-13%	1%	-24%
CCC(=O)N1c2ccccc2NC2=C(C(=O)CC(C)(C)C2)C1c1ccc(O)c(OC)c1 (stereo not given)	0.0	4%	2%	-8	-12%	7%	-10%	2%	u
COc1cc(/C=N\NC(=O)CC#N)ccc1OC/C=C/c1ccccc1	-1.2	-4%	1%	-19	-7%	13µM*	-4%	-4%	i
Cc1noc(C)c1CSCC(=O)Nc1cc(Cl)ccc1N1CCCCC1	-0.5	-3%	-20%	0	-7%	11µM*	-1%	7%	-11%
CCCC(=O)N1CCCC1(C)C(=O)Nc1cc(C)ccc1C (stereo not given)	0.6	-1%	-8%	-4	2%	15%	0%	0%	i
COC(=O)C1CCN(C(=O)CN2C(=O)NC3(CCC(C)CC3)C2=O)CC1 (stereo not given)	0.4	2%	-3%	0	9%	21%	-4%	5%	3%
COc1ccc(S(=O)(=O)N2CCc3ccccc32)cc1C(=O)NCCc1ccc(S(N)(=O)=O)cc1	-0.3	7%	3%	-1	-19%	12%	2%	-4%	i
N#C/C(=C(/O)COc1ccccc1)c1nc2ccccc2s1	-0.3	4%	-4%	-15	-26%	-7%	u	11%	i
O=C(NCc1ccco1)Nc1ccc2nsnc2c1	-0.7	1%	0%	-2	-5%	211%[activator]	-21%	4%	-22%[57.5 µM]
COc1ccc(/C=C/C(=O)O)cc1COc1cccc(C)c1	-2.4	-2%	1%	1	-3%	13%	-11%	21%	-10%
CC#CCN(Cc1ccco1)C(=O)C1CCC(=O)N(CCc2cccc(F)c2)C1 (stereo not given)	-0.3	3%	9%	3	-6%	3%	0%	7%	-4%
COc1ccccc1N(C(=O)c1ccco1)C(C(=O)NC1CCCCC1)c1cc(OC)c(OC)c(OC)c1 (stereo not given)	-0.3	14%	8%	0	4%	0%	3%	-4%	i
COC(=O)[C@@]12C[C@@H](CC(=O)N3CCC(c4ccccc4)CC3)C(=O)N(Cc3ccc4c(c3)OCO4)C1=CCC(C)(C)C2	-0.9	x	-2%	7	-20%	u	1%	2%	8%
COc1ccc2cc(C3(C)NC(=O)N(CC(=O)N4CCCCC4)C3=O)ccc2c1 (stereo not given)	-0.5	7%	3%	0	6%	-9%	2%	-5%	i
Cc1cccc(C(=O)N2CCC(=O)N(C(COCc3ccccc3)Cc3ccccc3)CC2)c1 (stereo not given)	0.2	-1%	-2%	-2	9%	u	-2%	-1%	-22%
COCCCNC(=O)Cn1ncc2ccsc2c1=O	0.6	-6%	-6%	1	-7%	4%	7%	-1%	-23%
O=C1NC(C(=O)O)=CC(c2ccc([N+](=O)[O-])cc2)N1 (stereo not given)	0.5	-4%	7%	-22	-2%	-9%	-4%	-7%	i
CCN(CC)S(=O)(=O)c1ccc2c(c1)c(=O)c(C(=O)NCCCN(C)c1ccccc1)cn2C	0.3	-2%	12%	0	-1%	2%	-11%	2%	-22%[57.5 µM]
O=C(NCc1ccccn1)c1nnc(Cc2ccc(Cl)cc2)o1	0.2	-3%	-9%	-6	-9%	-6%	-14%	3%	i
O=C(CCCC(=O)c1ccc(O)cc1)c1ccc(O)cc1	-0.2	-2%	-2%	-1	-9%	-13%	6%	-3%	-94%[inhibitor]
CCc1ccc(NC(=O)CS(=O)CC(=O)Nc2ccc(-n3cnnn3)c(C)c2)cc1 (stereo not given)	0.1	10%	1%	0	1%	2%	-15%	2%	-14%
COc1ccc(CCN(C)C(=O)CN2C(=O)NC3(CCCc4ccccc43)C2=O)cc1OC (stereo not given)	0.9	2%	-4%	2	3%	39%[activator]	1%	0%	i
COc1ccc(CC(N)c2csc(NC(=O)Nc3cccc(C(F)(F)F)c3)n2)cc1 (stereo not given)	-0.8	-6%	-1%	0	-16%	u	1%	u	-1%
Cn1c(=O)n(C)c2cc(N3CCCCC3)c(NC(=O)c3cccc(Cl)c3)cc21	-5.1	2%	-13%	2	15%	13%	-6%	-2%	-22%
CCOC(=O)n1c(=O)n(Cc2ccccc2Cl)c2ccccc21	0.3	u	19%	-1	-5%	u	-1%	-3%	-24%[57.5 µM]
O=C(CSc1nnnn1C1CCCCC1)NCc1ccco1	-1.1	1%	-5%	2	7%	2%	-8%	-6%	i
C/C(=N\NC(=O)CCC(=O)Nc1ccccc1)c1cccs1	-0.3	-3%	-9%	-7	-5%	4%	-9%	-11%	-24%
CCOc1ccc(S(=O)(=O)NCCC(=O)NCc2ccco2)cc1	-0.3	-6%	-7%	-10	8%	2%	0%	-2%	2%[57.5 µM]
Oc1cccc(/C=N/NC(=S)NCCN2CCOCC2)c1O	0.4	14%	-14%	1	-19%	-3%	-3%	0%	i
Cc1ccccc1SCC(=O)NCCCn1ccnc1	-0.5	-2%	6%	4	12%	7%	u	3%	-16%
CCOC(=O)C1CCN(C(=O)c2oc3ccc4c(c3c2C)C(O)CC2(CCCCC2)O4)CC1 (stereo not given)	1.4	4%	6%	11	-8%	u	4%	-1%	-17%
CCCCCCNCc1cccc(Br)c1	5.1	12%	-3%	x	1%	-9%	-6%	-1%	-1%[57.5 µM]
Cc1ccc2c(c1)CCCN2C(=O)c1cc(C)c(C)s1	-0.3	7%	u	1	-15%	u	-6%	12%	i

Records listed so far shown as hits in GLP-1R inv ag:
Molecule | IL-2 act | GLP-1R agonist | PI5P4Ka inh | EPAC1 antag | GLP-1R inv ag | PLK1 PBD block | PTHR1 agonist
COc1cc(/C=N\NC(=O)CC#N)ccc1OC/C=C/c1ccccc1 | -1.2 | -4% | -19 | -7% | 13µM* | -4% | i
Cc1noc(C)c1CSCC(=O)Nc1cc(Cl)ccc1N1CCCCC1 | -0.5 | -3% | 0 | -7% | 11µM* | -1% | -11%

Remaining list, next part
SMILES	IL-2 act	GLP-1R agonist	EPAC1 ag	PI5P4Ka inh	EPAC1 antag	GLP-1R inv ag	PLK1 PBD block	HEK293 tox	PTHR1 agonist
CCCCCCCCC(=O)Nc1cc(C)ccc1OC	1.3	7%	0%	14	-16%	-18%	-3%	0%	-23%
O=C(CSCc1ccc([N+](=O)[O-])cc1)Nc1ccccc1C(=O)O	0.9	0%	7%	1	-1%	11%	-15%	20%	i
CC[n+]1c(C)cc2c(sc3ccccc32)c1C	0.5	0%	-2%	-3	-16%	8%	-5%	1%	-11%
O=C(Nc1ccc(S(=O)(=O)NC2=NCCCCC2)cc1)c1ccc(Cl)cc1Cl	-0.5	-3%	-5%	-5	3%	-23%	-3%	-8%	-85%[inhibitor]
Cc1ccc(NC(=O)c2c(C(F)(F)F)nn(C)c2Cl)cc1C	-0.3	-4%	-1%	x	4%	-10%	-4%	-3%	-10%[57.5 µM]
O=C(CSc1nnc2ccc(-c3ccccn3)nn12)Nc1ccccc1	-3.0	5%	-2%	9	-2%	17%	-1%	1%	-11%
COC(=O)/C=C1/SC(=Nc2ccc(Cl)c(Cl)c2)NC1=O	0.8	0%	-10%	-6	-12%	1%	-47%	7%	-14%
CCN(c1cccc(C)c1)S(=O)(=O)c1cccc2nsnc12	0.2	-3%	-9%	-10	-6%	u	-11%	7%	-4%
CC(C)n1c(=O)c2c(O)cc(=O)oc2c2ccccc21	-3.5	-10%	-3%	x	-9%	0%	-3%	-9%	i
Cc1ccoc1C(=O)Nc1ccc(CC(=O)O)cc1	-3.4	0%	-13%	x	11%	8%	0%	-1%	-16%[57.5 µM]
Cc1ccc(C(C)(C)C)cc1S(=O)(=O)N1CCC(C(=O)N2CCN(c3ccc(O)cc3)CC2)CC1	1.7	-16%	7%	u	u	u	-10%	3%	i
O=C(Nc1cc(Cl)ccc1Oc1ccccc1)c1cnccn1	1.2	1%	0%	11	-1%	38%[activator]	1%	7%	i
CCOC(=O)C1=C(C)Nc2nc3ccccc3n2C1c1ccc(O)cc1 (stereo not given)	-4.1	-1%	14%	0	8%	5%	4%	-1%	i
O=C1OCCN1C(=O)[C@H]1[C@H](c2ccccc2)C(c2ccccc2)=NN1c1ccccc1	0.4	2%	-10%	1	-15%	u	0%	98%[activator]	-24%
N#CC1(c2ccccc2)CCN(S(=O)(=O)c2ccc(OC(F)(F)F)cc2)CC1	-2.5	-1%	-9%	-1	-7%	10µM*	4%	-3%	i
CC(Sc1nncs1)C(=O)NCC(=O)Nc1ccc(F)c(F)c1F (stereo not given)	-0.2	14%	0%	1	-15%	1%	-3%	0%	i

Whole records as entered above. Order of screens: IL-2 act | GLP-1R agonist | EPAC1 ag | PI5P4Ka inh | EPAC1 antag | GLP-1R inv ag | PLK1 PBD block | HEK293 tox | PTHR1 agonist
Results for CC(C)n1c(=O)c2c(O)cc(=O)oc2c2ccccc21 : -3.5 | -10% | -3% | x | -9% | 0% | -3% | -9% | i
Results for O=C(Nc1cc(Cl)ccc1Oc1ccccc1)c1cnccn1 : 1.2 | 1% | 0% | 11 | -1% | 38%[activator] | 1% | 7% | i

Screens: PubChem BioAssay, National Center for Advancing Translational Sciences (NCATS)
